Mtb RmlCD inh: inhibitors of Mycobacterium tuberculosis RmlC and RmlD coupled enzymes; P9WH09+P9WH11; RmlC+RmlD coupled enzyme assay, percent inhibition; primary screen in compound mixtures; inhibition, % at 3.6 µM; hit rate 0.03% among 160,000; in the data active = inhibition mostly above about 34%, no sharp cut-off; note: some results filed as inactive read as strong as hits
Target sequence (P9WH09 whole entry, looked up): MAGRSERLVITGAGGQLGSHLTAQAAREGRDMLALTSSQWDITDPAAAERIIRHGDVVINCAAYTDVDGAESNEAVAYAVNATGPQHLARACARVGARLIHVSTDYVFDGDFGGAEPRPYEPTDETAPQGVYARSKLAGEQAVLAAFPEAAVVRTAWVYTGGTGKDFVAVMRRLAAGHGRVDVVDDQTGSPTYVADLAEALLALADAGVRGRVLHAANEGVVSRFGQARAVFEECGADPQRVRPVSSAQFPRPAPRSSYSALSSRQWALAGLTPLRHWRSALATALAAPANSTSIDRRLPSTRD
Target sequence (P9WH11 whole entry, looked up): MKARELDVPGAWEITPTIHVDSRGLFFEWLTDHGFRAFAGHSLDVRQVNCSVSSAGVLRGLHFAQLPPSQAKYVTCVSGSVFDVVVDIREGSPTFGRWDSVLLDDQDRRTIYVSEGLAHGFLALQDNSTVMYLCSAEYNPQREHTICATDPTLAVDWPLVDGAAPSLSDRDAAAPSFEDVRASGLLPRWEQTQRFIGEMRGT
M. tuberculosis GlmU: inhibition of mycobacterial GlmU enzyme – biochemical, glucosamine-1-phosphate acetyltransferase (AID 1376). hit rate 0.25% among 220,000. inhibition, %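 (tested at 30 µM in the primary screen)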; hits with a dose series show IC50 in µM. M. tuberculosis GlmU acetyltransferase enzyme assay; higher % means a stronger effect; in the data active = inhibition above about 13%;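 note: 0% = complete reaction with vehicle and 100% = reaction without substrate; strong numbers were not always called active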
An asterisk follows results filed as active; · = no result given. These rows are one share of the data (hit frequency here may not be typical).

SMILES | Mtb RmlCD inh | M. tuberculosis GlmU
Cc1cc(NC(=O)c2ccc(S(=O)(=O)N3CCc4ccccc43)cc2)no1 | -3.6 | -8.1%
Cc1cc(C)c2nc(NC(=O)c3ccc4c(=O)n5c(nc4c3)CCCCC5)sc2c1 | 7.5 | 2.0%
CCC(=O)N1CCC2(CC1)Oc1ccc(Cl)cc1C(=O)C21CC(c2ccccc2)=NO1 (stereo unspecified) | 3.3 | 3.8%
NC(=O)NCc1ccc(F)cc1 | · | -1.4%
Cc1noc(C)c1CSc1nnc(C)c(=O)[nH]1 | · | -6.1%
COc1ccc(NC(=O)Nc2nnc(-c3ccco3)s2)cc1 | · | -0.2%
CC(=O)OCC(=O)C1=CCC2C3CCC4=CC(=O)C=CC4(C)C3(F)C(OC(C)=O)CC12C (stereo unspecified) | 9.0 | -1.0%
Cc1cccn2c(CN[C@H]3CCCCNC3=O)c(C(=O)N3CCOCC3)nc12 | · | -4.9%
CCOC(=O)N1CCN(C(=O)C2CCC(=O)N2C(C)C)CC1 (stereo unspecified) | 3.4 | 3.0%
O=C(O)c1ccccc1C(=O)NCC(O)COc1ccc(Cl)cc1 (stereo unspecified) | -6.8 | -5.3%
COc1cccc(COc2nc3c(c(=O)n(C)c(=O)n3C)n2C)c1 | 12.5 | ·
COc1ccc(S(=O)(=O)N2CCC(C(=O)NCC(c3cccs3)N(C)C)CC2)cc1 (stereo unspecified) | · | 9.1%
COc1cccc(C(=O)CSc2nc3ccccc3n2CC(=O)N(C(C)C)C(C)C)c1 | -13.2 | -1.1%
COc1ccc(C(c2sc3nc(C)nn3c2O)N2CCN(Cc3ccccc3)CC2)cc1OC (stereo unspecified) | · | -3.8%
CCOc1ccc(Oc2nc(N(CC)CC)nc(N3CCOCC3)n2)nn1 | -3.8 | -1.2%
Cc1cc(=O)oc2cc(Oc3ccc(C(N)=O)cc3[N+](=O)[O-])ccc12 | -7.6 | -0.5%
COc1ccc2cc(N=Cc3nc(-c4ccc(C)cc4)oc3O)cnc2c1 | -6.7 | -3.1%
O=C(O)CNc1ncccc1[N+](=O)[O-] | · | 1.6%
O=c1oc2cc(OCc3c(F)cccc3Cl)ccc2cc1-c1ccccn1 | -2.5 | 0.5%
Cc1cc(C)n(CCC(=O)N/N=C/c2ccc(Br)c([N+](=O)[O-])c2)n1 | 0.6 | 2.0%

Part of the list above, with each value named.
COc1cccc(COc2nc3c(c(=O)n(C)c(=O)n3C)n2C)c1
  Mtb RmlCD inh: 12.5
  M. tuberculosis GlmU: ·

COc1ccc(S(=O)(=O)N2CCC(C(=O)NCC(c3cccs3)N(C)C)CC2)cc1 (stereo unspecified)
  Mtb RmlCD inh: ·
  M. tuberculosis GlmU: 9.1%

Four entries from above in another layout.
structure: O=C(O)CNc1ncccc1[N+](=O)[O-]
  Mtb RmlCD inh = ·; M. tuberculosis GlmU = 1.6%
structure: COc1ccc(NC(=O)Nc2nnc(-c3ccco3)s2)cc1
  Mtb RmlCD inh = ·; M. tuberculosis GlmU = -0.2%
structure: Cc1cc(C)n(CCC(=O)N/N=C/c2ccc(Br)c([N+](=O)[O-])c2)n1
  Mtb RmlCD inh = 0.6; M. tuberculosis GlmU = 2.0%
structure: CCC(=O)N1CCC2(CC1)Oc1ccc(Cl)cc1C(=O)C21CC(c2ccccc2)=NO1 (stereo unspecified)
  Mtb RmlCD inh = 3.3; M. tuberculosis GlmU = 3.8%

Random excerpt: 2 records from the list
SMILES | Mtb RmlCD inh | M. tuberculosis GlmU
COc1ccc(S(=O)(=O)N2CCC(C(=O)NCC(c3cccs3)N(C)C)CC2)cc1 (stereo unspecified) | · | 9.1%
COc1cccc(COc2nc3c(c(=O)n(C)c(=O)n3C)n2C)c1 | 12.5 | ·

Later entries:
SMILES | Mtb RmlCD inh | M. tuberculosis GlmU
Cc1cc(C)nc(NC(N)=NCCc2c[nH]c3ccccc23)n1 | 3.5 | 0.9%
CCOc1ccc(N(C(=O)CNC(=O)c2cccs2)C(C(=O)NCC2CCCO2)c2ccc(OC)c(OC)c2)cc1 (stereo unspecified) | -10.8 | 0.9%
COc1ccc(O)c(C(=O)c2cc(C#N)c(=O)n(Cc3ccccc3)c2)c1 | 4.2 | 0.4%
COc1ccc(-c2nc3ccccc3c(=O)n2-c2nccs2)cc1 | 1.1 | 2.1%
CN(C)C=Nc1ccc2nn(-c3ccccc3)nc2c1 | · | 2.5%
COc1ccccc1[As](=O)(O)CC(O)COc1ccc(Cl)cc1Cl (stereo unspecified) | 22.9 | 2.6%
COc1ccc(N(CC(=O)NCCC2=CCCCC2)S(C)(=O)=O)cc1OC | · | 0.9%
CCN1CCN(C(=O)c2ccc(Cl)c(S(=O)(=O)N3CCCCCC3)c2)CC1 | -7.8 | -1.6%
Cc1ccn2cc(-c3ccc(NC(=O)c4ccco4)cc3)nc2c1 | · | 1.6%
Cc1cccc(Nc2nnc(-c3ccc(N4CCOCC4)c([N+](=O)[O-])c3)c3ccccc23)c1 | 4.1 | -0.4%
Cn1nc(OCc2ccccc2)ccc1=O | · | 0.7%
COc1ccc(Nc2nnc(SCC(=O)c3cc4ccccc4o3)s2)cc1 | · | 2.5%
Cc1cccc(OCCCC(=O)Nc2ccc(S(N)(=O)=O)cc2)c1 | 7.9 | -2.0%
O=C(CN1C(=O)CC(c2ccco2)Sc2ccccc21)Nc1ccccc1F (stereo unspecified) | 1.9 | -1.9%
Cc1ccc(NC(=O)CN(C)C(=O)COc2ccc(C(=O)c3ccc(F)cc3)cc2)cc1 | -2.3 | 3.3%
COC(=O)CCC(=O)NNC(=O)c1cccc(Cl)c1 | 5.1 | 1.5%
CCCCCOc1ccc(OC(=O)c2ccncc2)cc1 | · | -2.0%
O=S(=O)(NCCc1ccncc1)c1ccc(S(=O)(=O)N2CCCCCC2)cc1 | · | 0.4%
COc1ccccc1NC(=O)CSc1nnc(CSc2nc(C)cc(C)n2)o1 | · | 3.3%
COc1ccc(NC(=O)c2ccsc2NC(C)=O)cc1 | -9.0 | -2.7%
COc1ccccc1NC(=O)C1CC(=O)N(c2ccc(F)cc2)C1 (stereo unspecified) | 0.8 | -4.9%
Cc1ccc(NCc2ccco2)cc1C | -5.7 | 4.4%
O=C(CN1CCOCC1)Nc1ccc(Br)cc1C(=O)c1ccccc1 | · | -2.3%
O=C(CCS(=O)(=O)c1ccccc1)Nc1cccc(-c2nc3ccccc3s2)c1 | 5.5 | 0.3%
Cc1ccc(-c2csc(NC(=O)CSc3ncn(-c4ccccc4)n3)n2)cc1 | -10.1 | 1.0%
CC(C)(C)NC(=O)CSc1nc2ccc(Nc3nc(N4CCOCC4)nc(N4CCOCC4)n3)cc2s1 | 9.2 | 5.4%
COc1ccc(N2CCN(C(=O)CSc3nnc(C)c(=O)[nH]3)CC2)cc1 | 11.0 | -1.4%
c1ccc(CN2CCN(Cc3ccc4c(c3)OCCO4)CC2)cc1 | 12.0 | 0.8%
Cc1c(NC(=O)c2cc3nc(-c4ccccc4)cc(C)n3n2)c(=O)n(-c2ccccc2)n1C | 51.1 | 1.7%
O=C(NNc1ccc(Cl)cc1)C1CCC1 | · | 4.5%
O=C(N/N=C/c1cccc(F)c1)c1c(O)c2c([nH]c1=O)CCCC2 | 7.4 | -2.3%
O=C(CSc1nnc(Cc2csc(Nc3cccc(Cl)c3)n2)o1)N1CCc2ccccc21 | -4.9 | -0.2%
COc1ccc(-c2ccnc3cc(C(=O)O)nn23)cc1 | -9.1 | 2.0%
CCOC(=O)C1=C(O)C(=O)N(c2ccc(S(N)(=O)=O)cc2)C1c1ccc(Cl)cc1 (stereo unspecified) | · | -2.2%
CC(/C=C/c1ccccc1)=N/NC(=O)c1cnccn1 | · | 1.4%
O=C(NC1CCCCC1)N(CCN1CCOCC1)Cc1cc2cc3c(cc2[nH]c1=O)OCCO3 | 0.5 | -2.2%
CN(C)c1oc(-c2ccc(OCc3ccccc3)cc2)nc1C#N | 44.9 | -1.1%
CC(OC1=CC(=O)CCC1)C(=O)c1ccccc1 (stereo unspecified) | -2.1 | -3.0%
COc1ccc(NC(=O)CSc2ccccc2)cn1 | -7.9 | 6.8%
O=C(CC1C(=O)N(c2ccccc2)C(=O)N1C1CCCCC1)Nc1ccccc1 (stereo unspecified) | · | -4.6%
N#CC12CCCCC1CC1CCCCC1(C#N)N2CCO (stereo unspecified) | · | 0.2%
Cc1cc(C)cc(NC(=S)N(CCN2CCCCC2)Cc2ccco2)c1 | 11.4 | -0.9%
Cc1ccc(C(=O)OCC2OC3OC(C)(C)OC3C2O)cc1 (stereo unspecified) | · | 4.2%
Cc1cc(C(=O)CCl)c(C)n1-c1c(C)n(C)n(-c2ccccc2)c1=O | -10.4 | -2.6%
Cc1cc(NC(=O)Cc2ccccc2)ccc1NC(=O)c1cccs1 | 8.6 | 2.0%
CC1CC2=C(C(=O)O1)C(c1ccccc1)Nc1ccccc1N2 (stereo unspecified) | 3.5 | 1.3%
CCn1c2ccc(Cl)cc2c2nc3ccccc3nc21 | -7.5 | 2.1%
COc1ccccc1/C=N/NC(=O)CO | -8.3 | -0.8%
Cc1ccc(CNC(=O)c2cc3c(=O)n(C)c4ccccc4c3n2C)cc1 | -1.3 | 1.2%
Clc1ccc(Oc2nc(N3CCOCC3)nc(N3CCOCC3)n2)c(C2CCCCC2)c1 | · | 1.0%
Cc1ccc(S(=O)(=O)NC2(C(F)(F)F)NC(=O)N(CCc3ccccc3)C2=O)cc1 (stereo unspecified) | · | -3.7%
CC(C)C(NC(=O)c1ccccc1F)C(=O)OCC(=O)c1ccc(F)cc1 (stereo unspecified) | -9.2 | 2.8%
Cc1ccc(C(C)C)c(OCc2nc(-c3nonc3N)no2)c1 | · | -1.8%
CCC1CCCCN1Cc1ccc(N)cc1 (stereo unspecified) | -12.5 | -0.6%
COc1cc(/C=C/c2nc3ccccc3c(=O)n2-c2cccc(O)c2)ccc1O | 7.3 | -5.4%
O=C(COC(=O)CCCNC(=O)c1ccc(Cl)cc1)Nc1cc(Cl)c(Cl)cc1Cl | 0.4 | -6.8%
COc1ccccc1NC(=O)N1CCN(C(=O)Nc2ccccc2OC)CC1 | 4.3 | 2.7%
Cc1cccnc1-n1c(CCN2C(=O)c3ccccc3C2=O)nc2ccccc2c1=O | · | 1.4%
CCOC(=O)c1ccc(N=c2ssnc2Cl)cc1 | 9.0 | 6.5%
CC(C)Nc1ccc(C(CC(N)=O)NC(=O)Cc2cccc3ccccc23)cc1[N+](=O)[O-] (stereo unspecified) | -11.9 | 7.3%

Next section
SMILES | Mtb RmlCD inh | M. tuberculosis GlmU
Cn1c(=O)c(C#N)c(-c2ccccc2)n2cnnc12 | · | 3.2%
CCS(=O)(=O)N1CCC(C(=O)Nc2cc(Cl)ccc2O)CC1 | · | -1.9%
CCOC(=O)CC(NC(=O)C(CC)c1ccccc1)c1ccccc1Cl (stereo unspecified) | 2.1 | 0.2%
COc1cc(C=C(C(C)=O)C(C)=O)ccc1O | -7.8 | -3.9%
Cc1ccc(-c2nc(CN(C)C3CCOCC3)c(C)o2)s1 | 11.4 | -0.8%
CCSc1nc2sc3c(c2c(=O)[nH]1)CCCC3 | · | -4.6%
O=C1C=C(NCCN2CCOCC2)C(=O)c2cnccc21 | · | 2.4%
COc1cccc(OC)c1C(=O)NCCN1CCN(C(=O)c2c(OC)cccc2OC)CC1 | · | -3.6%
CCn1cnc2c(oc3ccccc32)c1=O | -6.2 | -5.7%
CC(=O)Nc1ccc(NC(=O)[C@@H]2CCCN2S(=O)(=O)c2ccc3c(c2)OCCO3)cc1 | -0.9 | -6.5%
COCCn1nnnc1C(c1cccc(C(F)(F)F)c1)N1CCOCC1 (stereo unspecified) | -10.0 | 2.3%
O=C(Nc1cc(S(=O)(=O)N2CCOCC2)ccc1N1CCCC1)c1cnccn1 | -7.3 | 3.8%
COc1cc(C)c(NC(=O)C(=S)N2CCCC2)cc1C | -11.2 | -0.9%
Cc1ccc(NC(=O)CN2C(=S)NC(C)(C)CC2C)cc1Cl (stereo unspecified) | -2.0 | -7.3%
CCCCNC(=O)CCn1c(=O)c2ccccc2n(Cc2ccc(F)cc2)c1=O | -11.2 | 3.2%
CCN(CC)CCN1C(=O)c2oc3ccc(F)cc3c(=O)c2C1c1ccncc1 (stereo unspecified) | · | 0.9%
CCC(=O)Nc1cccc(NC(=S)NC(=O)Cc2ccccc2)c1 | 6.9 | 4.3%
COc1ccc(CNC(=O)c2c(C)cc(=O)oc2C)cc1 | 6.7 | 2.4%
Cc1cc([N+](=O)[O-])nn1Cc1ccc(C(=O)N/N=C/c2ccc(N(C)C)cc2)cc1 | -8.3 | -1.5%
CNC(=O)NC(=O)C(C)OC(=O)c1c(C)noc1C (stereo unspecified) | -7.8 | 7.3%
Cc1cc(Cl)nc2ccc(Cc3ccc4nc(Cl)cc(C)c4c3)cc12 | · | 0.1%
CCCCCCC(=O)N/N=C/c1c(O)n(C2CC2)c(=S)[nH]c1=O | 8.2 | 4.8%
FC(F)Oc1cccc(NC(=S)N2CCN(c3ccccn3)CC2)c1 | 1.6 | 3.2%
COc1ccc2nc(NC(=O)c3ccc(Br)s3)sc2c1 | 5.9 | 4.9%
O=C(CSc1nnc(NC(=O)c2ccccc2C(=O)O)s1)Nc1ccccc1Cl | -10.4 | -4.5%
CC(=O)c1ccc(OC(NC(=O)c2ccco2)C(Cl)(Cl)Cl)cc1 (stereo unspecified) | · | -4.3%
CCOC(=O)CN=C1CC(C)(C)CC2=C1Sc1ncnc(N(C)C)c1N2 | -0.4 | -7.0%
Cn1cccc1C(=S)N1CCOCC1 | 5.8 | -4.0%
O=C(NC(=S)Nc1ccccc1)c1cncc(C#Cc2ccccc2)c1 | 0.4 | -2.4%
Cc1ccc(S(=O)(=O)N2C(=O)c3cccc4cccc2c34)cc1 | 0.7 | 5.7%
O=S(=O)(C(=CNc1ccccc1)S(=O)(=O)c1ccccc1)c1ccccc1 | 5.0 | 4.5%
COc1ccc(N(CC(=O)Nc2cc(C)cc(C)c2)S(=O)(=O)c2ccccc2[N+](=O)[O-])c(OC)c1 | -7.2 | 7.4%

Screens from PubChem BioAssay.
